TRPN1 ag = zebrafish TRPN1 (NompC) channel agonism; HEK293 zebrafish TRPN1-YFP, Fluo-8 calcium fluorescence; 100% = response to 87 µM carbachol; activation, % at 3 µM; hit rate 0.18% among 220,000; AID 1424;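 active = activation above its plate's cutoff, the mean activation of test wells on that plate plus 3 SD, cut at about 19% in these data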;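 note: 0% = DMSO alone and 100% = 87 µM carbachol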
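Control set: carbachol 87 µM as high control, DMSO as low control; system: HEK293 stable line with zebrafish TRPN1-YFP; read-out: % activation versus carbachol response; detection: intracellular calcium fluorescence with Fluo-8; doses: single test compound dose, 3 µM nominal, 0.3% DMSO; schedule: dye 1 h 37 °C plus 30 min RT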
CHOP inhibitor = inhibitors of CHOP induction in ER stress response | CHO-K1 CHOP-promoter luciferase, tunicamycin-induced, 15-18 h | AID 2732 | hit rate 3.8% among 220,000 | inhibition, % at 10 µM;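 active = compounds that reduced the stress-induced luciferase reporter signal by more than about 70% of percent inhibition, limit read from the data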;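 note: 0% = tunicamycin plus vehicle and 100% = wells without tunicamycin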
Ba/F3 V617F tox = lowers viability of Ba/F3 cells expressing EpoR and JAK2V617F; AID 1446; inhibition, % at 5.6 µM; hit rate 1.1% among 220,000; ATP luminescence;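 active = inhibition above the campaign mean plus 3 SD over all tested compounds, cut at about 24% in these data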;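 note: cytokine-independent growth of Ba/F3 cells driven by EpoR plus mutant JAK2; 0% = DMSO-treated cells and 100% = JAK inhibitor I control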
BaF3 parental = parental Ba/F3 viability inhibition as JAK2V617F counter-screen; CellTiter-Glo ATP luminescence; inhibition, % at 5.6 µM; hit rate 1.1% among 220,000; AID 1486;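 active = inhibition above a per-campaign cutoff, the mean inhibition of all tested compounds plus 3 SD, cut at about 27% in these data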;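 note: 0% = DMSO wells and 100% = JAK Inhibitor I control wells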
TNF necrop inh = TNF-alpha cell death inhibition in Jurkat FADD-/- cells | Jurkat FADD-/- TNF necroptosis rescue, ATP luminescence, 24 h; 0 = TNF only, 100 = no-TNF cells | activation (protection from cell death), % at 10 µM | hit rate 0.068% among 220,000;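 active = activation, meaning protection from cell death, of at least 50% relative to plate controls; inactive = activation below 50%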;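 note: necroptosis triggered by 40 ng/mL TNF-alpha added together with compound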
RBBP9 inh = blocks human serine hydrolase RBBP9. hit rate 0.2% among 220,000. inhibition, % at 7.94 µM. AID 1515. recombinant RBBP9, FP-Rh probe fluorescence polarization;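 active = inhibition above the campaign mean of all tested compounds plus 3 SD, cut at about 14% in these data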;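 note: plate controls were DMSO wells with RBBP9 for no effect and wells lacking RBBP9 protein for full effect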
Target sequence (O75884 whole entry, looked up): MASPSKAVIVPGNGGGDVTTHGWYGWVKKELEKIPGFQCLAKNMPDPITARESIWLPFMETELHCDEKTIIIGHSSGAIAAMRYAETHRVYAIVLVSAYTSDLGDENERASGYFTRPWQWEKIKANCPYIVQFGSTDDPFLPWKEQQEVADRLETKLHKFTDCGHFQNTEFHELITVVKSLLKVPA
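Test system: recombinant human RBBP9. Quantity: 2.5 µM RBBP9 dispensing solution, before mixing. Detection: FP readout at 525/598 nm. Reagent: Serine-hydrolase probe FP-Rh, 375 nM pre-mixing. Measure: % inhibition. Control set: DMSO-treated enzyme wells and wells lacking RBBP9. Buffer or medium: Tris-NaCl-Pluronic buffer, pH 8.0. Times: preincubation 30 min plus labeling 45 min at 25 °C.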
TRPML3 ag = agonists of human TRPML3 channel. Q8TDD5. HEK293 TRPML3-YFP, Fluo-8 calcium fluorescence; 100% = the carbachol control signal. activation, % at 3 µM. hit rate 0.29% among 220,000. AID 1448;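 active = activation above its plate's cutoff, the mean activation of the plate's test wells plus 3 SD, cut at about 12% in these data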;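 note: 0% = DMSO only wells and 100% = carbachol wells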
Target sequence (Q8TDD5 whole entry, looked up): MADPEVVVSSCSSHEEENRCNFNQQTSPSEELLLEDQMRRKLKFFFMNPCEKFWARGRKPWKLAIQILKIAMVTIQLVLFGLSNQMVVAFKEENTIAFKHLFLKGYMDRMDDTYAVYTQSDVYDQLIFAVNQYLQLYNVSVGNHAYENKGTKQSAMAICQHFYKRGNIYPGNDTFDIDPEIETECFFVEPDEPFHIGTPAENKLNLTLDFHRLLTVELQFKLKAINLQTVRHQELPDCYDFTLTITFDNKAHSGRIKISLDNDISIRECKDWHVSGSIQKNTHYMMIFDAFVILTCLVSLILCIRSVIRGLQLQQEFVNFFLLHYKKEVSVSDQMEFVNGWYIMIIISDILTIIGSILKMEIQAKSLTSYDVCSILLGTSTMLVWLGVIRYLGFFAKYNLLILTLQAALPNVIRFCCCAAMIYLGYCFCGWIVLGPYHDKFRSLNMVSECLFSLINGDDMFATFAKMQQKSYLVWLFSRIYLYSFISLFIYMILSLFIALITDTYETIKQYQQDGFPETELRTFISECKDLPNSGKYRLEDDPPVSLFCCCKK
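Material: HEK293 cells stably carrying human TRPML3-YFP; compound dosing: single dose, 3 µM final nominal compound, 0.3% DMSO final; incubation: 1-h 37 °C dye load, 5-s basal, 120-s post-compound reads; technique: Fluo-8 intracellular calcium fluorescence, excitation 470-495 nm, emission 515-575 nm; read-out basis: percent activation from peak-to-basal fluorescence ratio, scaled between DMSO and carbachol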
PPC-1+TRAIL kill = kills PPC-1 cancer cells in the presence of TRAIL | PPC-1 cells + TRAIL, ATPLite viability luminescence | cell killing (% activity), % at 4 µM | AID 1443 | hit rate 0.41% among 220,000;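 active = cell killing above 50% in the first pass at 4 µM, then a duplicate retest at 5 µM averaging 50% or more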;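 note: plate controls were cells with TRAIL plus DMSO for no effect and medium-only wells lacking cells for full effect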
Wee1 stabilizer = human Wee1 degradation inhibition, primary screen. P30291. HeLa Luc-Wee1K328M stability, luciferase luminescence; 100% = proteasome inhibitor MG132 effect. reporter increase, % at 5 µM. hit rate 1.2% among 220,000;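 active = activation above the mean of all tested compounds plus 3 SD, set per screening run, cut at about 8.8% in these data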;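 note: cells exposed to compound for 20 h before luminescence read; 0% = DMSO alone and 100% = MG132 at 30 µM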
* hit, by the source's call; . = no result given. Outcome played no part in choosing rows; overall some 6.8% were active at least once.

Labels used below – A = TRPN1 ag; B = CHOP inhibitor; C = Ba/F3 V617F tox; D = BaF3 parental; E = TNF necrop inh; F = RBBP9 inh; G = TRPML3 ag; H = PPC-1+TRAIL kill; I = Wee1 stabilizer
1. O=C(CCl)NC1CCCc2ccccc21 (stereo not given)
  A = 2.1 | B = -16 | C = 2 | D = 8 | E = 12 | F = -3 | G = 0.9 | H = 8 | I = -1
2. Cc1ccc(-c2nc3ccsc3c(=O)[nH]2)cc1
  A = -0.2 | B = -18 | C = 0 | D = 6 | E = 0.2 | F = -7 | G = 0.8 | H = 27 | I = -1
3. COC(=O)c1c(NC(=O)c2ccco2)sc(C(=O)N(C)C)c1C
  A = 1.7 | B = 36 | C = -5 | D = 1 | E = -3.1 | F = 5 | G = 1.1 | H = -17 | I = -3
4. COc1ccc(CNC(=O)c2cccs2)cc1
  A = -0.7 | B = -7 | C = -4 | D = 0 | E = 0.9 | F = -7 | G = 0.4 | H = 19 | I = 3
5. COCCNc1nc(-c2ccccc2)nc2ccccc12
  A = 1.1 | B = 0 | C = -4 | D = 4 | E = 1.0 | F = -7 | G = 0.9 | H = . | I = 0
6. COc1ccc(CNC(=O)C(=O)NC2CCC(C)CC2)cc1 (stereo not given)
  A = -0.4 | B = 18 | C = -2 | D = 3 | E = 1.1 | F = -4 | G = 0.5 | H = 13 | I = -2
7. Cn1nc(CC(=O)NCc2cccc3ccccc23)c2ccccc2c1=O
  A = 3.0 | B = 32 | C = 1 | D = 2 | E = -0.7 | F = -3 | G = 1.0 | H = 5 | I = -1
8. C1CCc2nnc(-c3nnc4n3CCCCC4)n2CC1
  A = -0.7 | B = 25 | C = 1 | D = 5 | E = -2.0 | F = 2 | G = 0.3 | H = 0 | I = -2
9. CCOC(=O)C(Cc1ccc(OC)c([N+](=O)[O-])c1)NC(=O)CCC(=O)Nc1ccc(OC)cc1 (stereo not given)
  A = 0.2 | B = -14 | C = -4 | D = 2 | E = 1.2 | F = 4 | G = 0.1 | H = -8 | I = 5
10. O=C(Cn1cc(C(=O)c2cccs2)c2ccccc21)NCC1CCCO1 (stereo not given)
  A = -0.8 | B = 39 | C = -1 | D = 8 | E = 0.0 | F = 0 | G = 1.1 | H = 2 | I = -1
11. CCOC(=O)C1CCN(C2CC(=O)N(c3cccc(Cl)c3)C2=O)CC1 (stereo not given)
  A = 1.5 | B = 11 | C = -2 | D = -1 | E = 1.8 | F = -1 | G = -0.1 | H = 18 | I = 2
12. O=S(=O)(c1cccs1)N1CCCc2cccc(O)c21
  A = -1.4 | B = 20 | C = 0 | D = 3 | E = -0.2 | F = 3 | G = 0.3 | H = 24 | I = 4
13. Cc1nnc(SCc2ccccc2)[nH]c1=O
  A = -0.7 | B = 11 | C = -3 | D = 0 | E = 0.6 | F = -6 | G = 0.4 | H = 16 | I = -3
14. COCCn1c(SCc2cccnc2)nnc1-c1ccco1
  A = -0.5 | B = -4 | C = -3 | D = 3 | E = -1.9 | F = -8 | G = 0.0 | H = 26 | I = -1
15. Cc1nn(C)cc1CN(C)C(=O)CC12CC3CC(CC(C3)C1)C2
  A = 1.7 | B = 8 | C = -4 | D = 6 | E = 2.4 | F = -2 | G = 0.8 | H = 11 | I = -1

Arranged by value in Wee1 stabilizer (rising): three of the compounds above
entry	SMILES	CHOP inhibitor	RBBP9 inh	TRPML3 ag	Wee1 stabilizer
7	Cn1nc(CC(=O)NCc2cccc3ccccc23)c2ccccc2c1=O	32	-3	1.0	-1
12	O=S(=O)(c1cccs1)N1CCCc2cccc(O)c21	20	3	0.3	4
9	CCOC(=O)C(Cc1ccc(OC)c([N+](=O)[O-])c1)NC(=O)CCC(=O)Nc1ccc(OC)cc1 (stereo not given)	-14	4	0.1	5

Entries of single compounds, quoted from the list. Order of values: TRPN1 ag	CHOP inhibitor	Ba/F3 V617F tox	BaF3 parental	TNF necrop inh	RBBP9 inh	TRPML3 ag	PPC-1+TRAIL kill	Wee1 stabilizer
O=C(Cn1cc(C(=O)c2cccs2)c2ccccc21)NCC1CCCO1 (stereo not given) across the screens: -0.8	39	-1	8	0.0	0	1.1	2	-1
Cc1ccc(-c2nc3ccsc3c(=O)[nH]2)cc1 across the screens: -0.2	-18	0	6	0.2	-7	0.8	27	-1
CCOC(=O)C(Cc1ccc(OC)c([N+](=O)[O-])c1)NC(=O)CCC(=O)Nc1ccc(OC)cc1 (stereo not given) across the screens: 0.2	-14	-4	2	1.2	4	0.1	-8	5
COc1ccc(CNC(=O)c2cccs2)cc1 across the screens: -0.7	-7	-4	0	0.9	-7	0.4	19	3
COCCn1c(SCc2cccnc2)nnc1-c1ccco1 across the screens: -0.5	-4	-3	3	-1.9	-8	0.0	26	-1

Along the list, quoted from above.
Compounds 8 to 14 in RBBP9 inh: 2, 4, 0, -1, 3, -6, -8

Next part.
Labels used below – A = TRPN1 ag; B = CHOP inhibitor; C = Ba/F3 V617F tox; D = BaF3 parental; E = TNF necrop inh; F = RBBP9 inh; G = TRPML3 ag; H = PPC-1+TRAIL kill; I = Wee1 stabilizer
16. Cc1cc(C)cc(NC(=O)Cn2cnc3c(nnn3Cc3ccc(F)cc3)c2=O)c1
  A = 1.1 | B = -14 | C = -5 | D = 1 | E = 1.5 | F = -2 | G = 0.3 | H = -28 | I = 1
17. COC(=O)CN1C(=S)N(c2ccccc2)C(=O)C1CC(=O)Nc1ccc(Cl)cc1 (stereo not given)
  A = 3.4 | B = 38 | C = -2 | D = 4 | E = 2.6 | F = -4 | G = 1.6 | H = 15 | I = 2
18. CS(=O)(=O)N(CC(=O)O)c1cc(Cl)cc(Cl)c1
  A = 0.8 | B = -20 | C = -6 | D = 2 | E = -1.3 | F = 6 | G = 0.3 | H = -12 | I = -3
19. COc1ccc(N2C(=O)C3C(C2=O)C(C(=O)c2ccccc2)N2CCCC32)cc1 (stereo not given)
  A = 3.8 | B = 12 | C = -2 | D = -5 | E = -3.3 | F = -4 | G = 1.6 | H = 13 | I = 0
20. CCOC(=O)N1CCN(C(=O)c2ccc(CN(c3ccccc3)S(C)(=O)=O)cc2)CC1
  A = 1.6 | B = -25 | C = 2 | D = 5 | E = -0.4 | F = -1 | G = 0.3 | H = 27 | I = 0
21. Cc1nc(C)n(CC(O)COc2ccc(C(=O)c3ccccc3)cc2)n1 (stereo not given)
  A = 1.9 | B = -1 | C = 0 | D = 9 | E = -3.0 | F = -8 | G = 2.4 | H = 16 | I = 1
22. Cc1c(O)nc2sc3ccccc3n2c1=O
  A = -1.3 | B = -20 | C = -1 | D = 4 | E = 1.6 | F = 4 | G = -0.8 | H = 9 | I = -3
23. CCOC(=O)CCCNC(=O)COC(=O)c1cc2ccccc2cc1O
  A = 1.5 | B = 12 | C = -2 | D = 1 | E = 0.2 | F = -3 | G = 0.2 | H = -5 | I = -1
24. Cc1nc2ccccc2n1/C(=N\S(=O)(=O)c1ccccc1)c1ccccc1
  A = 2.7 | B = -15 | C = -4 | D = -1 | E = 1.7 | F = -5 | G = 0.7 | H = 16 | I = 0
25. Cc1nc2ccc(NS(=O)(=O)c3ccc(C)c(C)c3)cc2s1
  A = 3.1 | B = 37 | C = -2 | D = 9 | E = -0.9 | F = -10 | G = 1.6 | H = 2 | I = 2
26. CCC(CO)NCc1ccc(-c2ccccc2)cc1 (stereo not given)
  A = 0.3 | B = -10 | C = -3 | D = 5 | E = 4.7 | F = -5 | G = 1.0 | H = 3 | I = 1
27. CCOc1cccc(-c2nnc3sc(COc4ccccc4)nn23)c1
  A = 0.7 | B = 43 | C = 3 | D = 0 | E = 0.4 | F = -8 | G = 0.4 | H = 1 | I = 1
28. O=C(CN1CCc2ccccc2C1)Nc1ccc(F)cc1F
  A = 0.8 | B = 7 | C = -1 | D = 8 | E = 0.3 | F = 4 | G = 0.0 | H = 17 | I = 4

2 entries picked at random from the list so far:
Labels used below – A = TRPN1 ag; B = CHOP inhibitor; C = Ba/F3 V617F tox; D = BaF3 parental; E = TNF necrop inh; F = RBBP9 inh; G = TRPML3 ag; H = PPC-1+TRAIL kill; I = Wee1 stabilizer
26. CCC(CO)NCc1ccc(-c2ccccc2)cc1 (stereo not given)
  A = 0.3 | B = -10 | C = -3 | D = 5 | E = 4.7 | F = -5 | G = 1.0 | H = 3 | I = 1
19. COc1ccc(N2C(=O)C3C(C2=O)C(C(=O)c2ccccc2)N2CCCC32)cc1 (stereo not given)
  A = 3.8 | B = 12 | C = -2 | D = -5 | E = -3.3 | F = -4 | G = 1.6 | H = 13 | I = 0
